Source: PubChem
RTF Ca sens inh: cardiac RTF calcium desensitization | P19429+P45379 | IANBD-labeled cardiac RTF, Ca2+ fluorescence | inhibition, % at 7.15 µM | 340,000 compounds, 0.12% hits;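 active = inhibition above the mean inhibition of all tested compounds plus 3 SD, cut at about 17% in these data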;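 note: assay run at fixed EC70 calcium of 1.6 mM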
Keap1-Nrf2 PPI: disrupts human Keap1 binding to Nrf2 peptide; Q14145; Keap1 Kelch-Nrf2 peptide fluorescence polarization, 1536-well; inhibition, % at 9.4 µM; 340,000 compounds, 0.15% hits; AID 504523; in the data active = inhibition above about 12%;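 note: human Keap1 Kelch domain with fluorescein labeled Nrf2 9mer peptide probe; 0% = neutral control wells and 100% = peptide positive control; higher means more block of Keap1 binding to Nrf2 peptide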
Target sequence (Q14145 whole entry, looked up, the tested form may be a part): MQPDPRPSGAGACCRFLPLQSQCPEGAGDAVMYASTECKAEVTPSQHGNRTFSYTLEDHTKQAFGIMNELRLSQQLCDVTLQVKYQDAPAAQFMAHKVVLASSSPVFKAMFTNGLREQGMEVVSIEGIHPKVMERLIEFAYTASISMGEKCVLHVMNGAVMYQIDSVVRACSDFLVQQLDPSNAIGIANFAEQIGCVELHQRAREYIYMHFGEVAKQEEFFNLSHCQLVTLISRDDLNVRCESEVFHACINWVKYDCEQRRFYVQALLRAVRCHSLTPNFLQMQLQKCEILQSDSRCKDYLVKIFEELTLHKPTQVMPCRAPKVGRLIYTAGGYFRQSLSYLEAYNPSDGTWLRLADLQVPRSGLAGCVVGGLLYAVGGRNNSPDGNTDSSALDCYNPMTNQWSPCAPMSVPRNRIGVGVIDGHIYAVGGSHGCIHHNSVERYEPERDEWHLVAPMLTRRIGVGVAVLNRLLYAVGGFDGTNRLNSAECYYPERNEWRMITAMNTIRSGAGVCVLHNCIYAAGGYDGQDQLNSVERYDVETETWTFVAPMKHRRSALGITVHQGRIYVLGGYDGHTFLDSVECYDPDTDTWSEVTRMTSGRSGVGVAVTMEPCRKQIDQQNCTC
CAL PDZ FP-1: blocks peptide binding to human CAL PDZ domain | Q9HD26 | purified CAL PDZ, TMR-peptide fluorescence polarization, 1 h | inhibition, % at 20 µM | 330,000 compounds, 0.02% hits | AID 504414;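 active = highest replicate inhibition of at least 40%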;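 note: plate controls were DMSO neutral control wells for no effect and unlabeled competitor peptide control wells for full effect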
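System: tagged CAL PDZ domain. Schedule: 1 h room-temperature incubation prior to read. Signal: fluorescence polarization (mP). Measure: percent inhibition from loss of millipolarization.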
CAL PDZ FP-2: blocks peptide binding to the human CAL PDZ domain; purified CAL PDZ, TMR-peptide fluorescence polarization, 1 h; AID 602252; inhibition, % at 24.9 µM; 300,000 compounds, 0.92% hits;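 active = mean inhibition of at least 30% with at least half of replicates also reaching 30%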;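 note: 0% = DMSO neutral control and 100% = excess unlabeled competitor peptide PRC23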
DAGLB inhibitor: diacylglycerol lipase beta (human) inhibition; HEK293T DAGLB membrane lysate, EnzChek fluorogenic substrate; inhibition, % at 5.17 µM; 340,000 compounds, 0.059% hits; AID 504411; in the data active = inhibition above about 34%;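 note: 0% = enzyme with vehicle and 100% = wells lacking enzyme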
RTF Ca sens act: cardiac RTF calcium sensitization; 340,000 compounds, 0.24% hits; activation, % at 7.2 µM; AID 493008; IANBD-labeled TnC RTF fluorescence at EC20 calcium; 0% EC20 calcium, 100% full calcium;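 active = activation above the mean over all tested compounds plus 3 SD, cut at about 30% in these data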;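 note: rise in fluorescence read as greater calcium sensitivity of cardiac thin filaments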
PKA-R2B act: activators of human PKA-R2B complex. 340,000 compounds, 0.079% hits. PKA-R2B holoenzyme dissociation, Cy5-IP20 fluorescence polarization; R2B truncated from residue 108, S112A mutant; 0% DMSO only, 100% 113 µM cGMP. P22694+P31323. activation, % at 11.4 µM;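 active = activation above a cutoff set at the mean over all compounds plus 3 SD, cut at about 18% in these data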;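 note: higher means more holoenzyme dissociation and a rise in polarization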
Target sequence (P31323 whole entry, looked up, other chains not shown, the tested form may be a part): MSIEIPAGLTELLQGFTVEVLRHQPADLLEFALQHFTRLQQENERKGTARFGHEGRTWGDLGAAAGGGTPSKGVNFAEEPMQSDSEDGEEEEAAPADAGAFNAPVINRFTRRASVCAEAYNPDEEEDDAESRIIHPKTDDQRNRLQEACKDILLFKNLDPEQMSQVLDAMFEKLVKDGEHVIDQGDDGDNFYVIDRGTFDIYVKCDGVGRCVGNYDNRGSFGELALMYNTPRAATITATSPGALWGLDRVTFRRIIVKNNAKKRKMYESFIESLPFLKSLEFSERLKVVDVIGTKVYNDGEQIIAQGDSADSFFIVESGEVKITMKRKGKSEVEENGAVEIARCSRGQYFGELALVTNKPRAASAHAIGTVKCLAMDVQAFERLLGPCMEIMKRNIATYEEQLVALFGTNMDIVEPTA
SR-BI uptake up: SR-BI HDL lipid transfer activation; AID 504775; activation, % at 12.5 µM; CHO ldlA[mSR-BI] cells, DiI-HDL uptake fluorescence, 3 h; 100 = double the neutral-control signal; 320,000 compounds, 0.096% hits;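 active = mean replicate activation of at least 60% and every replicate at or above 60%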;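 note: 0% = median plate neutral-control signal and 100% = twice that signal; values of inactives mirror those of a sister screen read the other way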
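Assay system: CHO ldlA[mSR-BI] cells, LDL receptor-null, SR-BI overexpressing; medium: Ham's F12 with 0.5% BSA, HEPES 25 mM, pH 7.4; also added: DiI-HDL 10 µg/mL; timing: 3 h uptake period with compound, 37 °C; signal: DiI fluorescence, bottom read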
Rtt109 HAT inh: inhibitors of Candida albicans Rtt109/Vps75 histone acetyltransferase | Q5AAJ8 | purified Rtt109/Vps75, ThioGlo CoA-SH fluorescence, 4 h | inhibition, % at 34.9 µM | 330,000 compounds, 0.16% hits | AID 540336;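 active = inhibition of at least 50% in every replicate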
LANA DNA inh: KSHV C-LANA DNA binding inhibition; AID 504423; 340,000 compounds, 0.078% hits; MBP-C-LANA/FAM-LBS DNA binding, fluorescence polarization; inhibition, % at 9 µM;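 active = highest replicate inhibition at or above 60% at 9 µM, even if other replicates fall short; inactive = all replicates below 60% inhibition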;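 note: 0% = neutral control wells and 100% = 4 µM acridine orange control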
Active calls of the source: *; · = no result given.

SMILES	RTF Ca sens inh	Keap1-Nrf2 PPI	CAL PDZ FP-1	CAL PDZ FP-2	DAGLB inhibitor	RTF Ca sens act	PKA-R2B act	SR-BI uptake up	Rtt109 HAT inh	LANA DNA inh
CCCCc1c(O)nc(SCC(=O)NCC2CCCO2)[nH]c1=O (centres undefined)	-7	-2	-1.1	-6	-1	2	7	-5	16	-0.5
O=C(CCc1nc2ccccc2c(=O)[nH]1)OCc1ccc(-c2ccccc2)cc1	3	-1	-1.3	3	2	9	6	1	-1	1.2
O=S(=O)(c1cccc(C(F)(F)F)c1)c1ccc(O)cn1	-5	4	-0.3	-2	0	-2	1	7	3	1.0
CCc1ccc(C(=O)COC(=O)CNC(=O)c2ccc(N3C(=O)c4ccccc4C3=O)cc2)cc1	-4	0	-0.4	·	2	-5	11	9	4	-0.7
CCc1nccn1S(=O)(=O)c1cc(Br)ccc1OC	3	3	0.0	4	2	-8	0	12	9	2.4
Cc1[nH]c2ccccc2c1CCNC(=O)CCC(=O)c1ccccc1	-13	-3	0.6	-5	-6	12	9	-15	2	8.3
COc1ccc(NC(=O)CN(C)C(=O)c2cc(CN3C(=O)c4ccccc4C3=O)ccc2OC)cc1	-18	1	-2.4	0	2	7	1	9	12	-0.3
CCOC(=O)c1c(C)[nH]c(C)c1C(=O)COC(=O)c1cccc(S(=O)(=O)NC)c1	-19	-3	-2.5	-2	-1	-3	0	-26	7	-0.3
CCN(CC)c1ccc(C=Nc2cccnc2Cl)c(O)c1	-9	3	-1.8	-34	3	-1	-2	8	7	6.7
CC(C)CC(=O)c1c[nH]c(C(=O)O)c1	-7	1	-0.2	4	3	-1	3	12	·	0.1
COc1cccc(C(=O)NCc2n[nH]c(=S)n2-c2cccc(C)c2)c1	-1	0	-1.4	-3	1	2	-4	27	14	-2.7
COCCNC(=S)N/N=C(\C)CCc1ccc2c(c1)OCO2	-6	-5	-1.0	·	-5	1	-1	-46	-2	1.6
O=C(COc1ccc2c(c1)OCO2)Nc1ccc(Cl)cn1	-30	-6	-1.8	-4	-8	-2	-3	8	2	-0.4
Cc1ccc(S(=O)(=O)NCC2CCC(C(=O)NCc3cccs3)CC2)cc1 (centres undefined)	0	2	-2.2	-4	0	-2	-11	11	-10	-1.3
COc1cccc(C(C)NC(=O)Nc2cccc(C(F)(F)F)c2)c1 (centres undefined)	1	-3	-1.3	-4	-3	-3	3	2	-2	0.0
COC(=O)/C=C1\SC(=NC(=O)c2ccc(OC)cc2)NC1=O	7	-6	-2.8	-2	6	6	1	-3	-1	0.5
Cc1nn(CC(=O)N(C)C2CCS(=O)(=O)C2)c(C)c1[N+](=O)[O-] (centres undefined)	-5	-2	-1.7	-9	2	-3	4	12	9	-1.0
O=C(NCCCn1ccnc1)c1cc(S(=O)(=O)N2CCOCC2)ccc1F	-3	-10	-1.2	-4	-2	7	1	20	5	0.4
CC12CN3CC(C)(CN(C1)C3c1ccccc1Cl)C2O (centres undefined)	6	-5	-0.7	-2	1	5	4	17	1	-0.4
Fc1cccc(Cl)c1CSc1ncn[nH]1	-2	-4	-1.2	-2	0	-1	-2	8	2	-1.4
COC(=O)Cc1ccc(OCC(=O)NC2CCCC2)cc1	-9	-2	-2.3	-2	0	4	-2	-4	6	1.1
CCC(C)C(N=C1NS(=O)(=O)c2ccccc21)C(=O)N1CCC(C)CC1 (centres undefined)	-4	-2	-1.7	-3	1	2	-18	2	10	0.0
O=C(Nc1ccccc1C(=O)NCCCN1CCOCC1)c1ccc(Cl)cc1	-6	1	-2.1	-3	-6	0	0	4	9	0.2
C/C(=N/Nc1nc(-c2ccccc2)cc(-c2ccc(F)cc2)n1)c1cccc(N)c1	-3	-3	-1.0	-1	-8	-4	1	-70	-1	-2.9
COc1ccc(C(=O)Nc2c(N)nc(SCC(=O)c3ccccc3)[nH]c2=O)cc1	-9	-7	-1.4	0	0	-4	2	15	-3	-0.1
COc1ccc(CNC(=O)CN(c2ccccc2)S(=O)(=O)N(C)C)cc1	-5	1	-0.6	3	-1	2	-1	23	4	-0.2
COC(=O)NNC(=O)c1ccc(C)cc1	-5	0	·	-3	5	-1	-7	22	3	0.8
CN(C(=O)CSc1nc2ccccc2c(=O)n1-c1ccc(F)cc1)C1CCS(=O)(=O)C1 (centres undefined)	-4	-4	-0.1	-3	0	-4	-8	7	-5	0.7
CC(C)(C)S(=O)N1Cc2cn(Cc3ccccc3)c(=O)cc2[C@H]1CCO (some centres undefined)	0	2	-1.1	-4	-2	-10	2	13	-10	1.5
Cc1cccc(N=Nc2c(C)c(C#N)c(O)[nH]c2=O)c1	-4	-2	·	-5	2	-1	-12	9	-6	-0.2
CN(C(=O)COC(=O)Cn1cnc2c1c(=O)n(C)c(=O)n2C)C1(C#N)CCCCC1	-9	2	0.3	1	3	3	10	34	-3	-1.9
Cc1ccc(CNC(=O)CCc2c(C)nc3ncnn3c2C)cc1	-12	-3	-4.6	0	-1	2	-1	13	8	-0.5
O=S(=O)(Nc1ccc2nc(C(F)(F)F)[nH]c2c1)c1ccccc1	-16	-1	-3.4	-4	0	-8	5	30	29	-2.9
O=C(NCc1ccc2c(c1)OCO2)c1cc([N+](=O)[O-])ccc1N1CCOCC1	3	-5	-1.5	5	2	0	-2	-1	-3	-0.6
COc1ccc(Br)cc1S(=O)(=O)n1c([N+](=O)[O-])cnc1C	6	1	1.1	-2	-1	-4	-7	-18	-8	-1.3
COc1cccc(NC(=O)N2CCN(c3ccc(C(F)(F)F)cn3)CC2)c1	11	-6	-0.3	-2	0	-4	-5	4	-1	-0.4
COc1cc2ncnc(NCc3ccc(C)cc3)c2cc1OC	-9	-4	-3.7	-4	0	-2	2	-4	18	-2.6
COc1cccc(N(CC(=O)NC2CCCC2)C(=O)CCCC(=O)Nc2ccccn2)c1	5	0	-2.3	-8	-2	-1	2	-21	-1	-0.5
CN(CC1CCCN(CCc2cccc(C(F)(F)F)c2)C1)C(=O)c1ccco1 (centres undefined)	8	-4	-1.4	5	-3	-1	-7	-40	9	-0.7
O=C(Nc1cccc(C(=O)N2CCCCC2)c1)c1ccccc1	0	-3	-0.5	-4	-2	-9	-3	6	6	-3.1

Four structures from above, ordered by count of non-hydrogen atoms, lowest first:
SMILES	RTF Ca sens inh	Keap1-Nrf2 PPI	CAL PDZ FP-1	CAL PDZ FP-2	DAGLB inhibitor	RTF Ca sens act	PKA-R2B act	SR-BI uptake up	Rtt109 HAT inh	LANA DNA inh
COc1ccc(Br)cc1S(=O)(=O)n1c([N+](=O)[O-])cnc1C	6	1	1.1	-2	-1	-4	-7	-18	-8	-1.3
COc1ccc(CNC(=O)CN(c2ccccc2)S(=O)(=O)N(C)C)cc1	-5	1	-0.6	3	-1	2	-1	23	4	-0.2
COc1ccc(C(=O)Nc2c(N)nc(SCC(=O)c3ccccc3)[nH]c2=O)cc1	-9	-7	-1.4	0	0	-4	2	15	-3	-0.1
CN(C(=O)CSc1nc2ccccc2c(=O)n1-c1ccc(F)cc1)C1CCS(=O)(=O)C1 (centres undefined)	-4	-4	-0.1	-3	0	-4	-8	7	-5	0.7

(further entries)
SMILES	RTF Ca sens inh	Keap1-Nrf2 PPI	CAL PDZ FP-1	CAL PDZ FP-2	DAGLB inhibitor	RTF Ca sens act	PKA-R2B act	SR-BI uptake up	Rtt109 HAT inh	LANA DNA inh
C=C(C)CNC(=S)NNC(=O)CCn1c2ccc(Cl)cc2c2cc(Cl)ccc21	-15	-3	-2.0	-1	-2	-1	-13	-59	·	0.7
O=C(CN(C(=O)C1CSC(=O)C1)c1ccc(F)cc1)NCc1ccc2c(c1)OCO2 (centres undefined)	0	-2	-1.8	-3	0	-1	-3	·	4	-0.3
COc1ccc(CN2CNc3c(c(=O)n(C)c(=O)n3C)C2)cc1	-6	1	-1.1	·	-1	16	0	5	-1	-1.9
O=[N+]([O-])c1ccccc1/C=N/n1c(C2CCCCC2)n[nH]c1=S	2	-1	-2.6	0	-4	-3	6	8	20	-1.1
CC(C)C(=O)Nc1nnc(SCC(=O)NCc2ccco2)s1	-6	-1	0.7	-6	2	-2	-7	8	2	-2.0
Clc1ccc(COc2ccccn2)c(Cl)c1	-3	2	·	-2	-2	4	-3	10	15	0.0
N#Cc1cccnc1N1CCN(C(=O)c2cccc3c2C(=O)c2ccc(Cl)cc2S3(=O)=O)CC1	1	-6	0.9	3	1	5	-10	-16	1	-0.9
CCCn1c(SCC(=O)c2cc(OC)ccc2OC)nnc1-c1ccco1	9	-4	·	-5	2	9	-1	-28	15	-0.2
Cc1cc(-c2nnc(SCC(=O)Nc3ccc(F)cc3F)n2N)n[nH]1	7	2	-2.0	-2	0	-4	6	11	3	-0.7
c1ccc(-c2ccccc2OCCOCCN2CCc3ccccc3C2)cc1	1	3	-0.3	75*	-8	-4	-10	12	11	-0.4
Cc1c(S(=O)(=O)NC2CCCCC2)c(=O)n(C)c(=O)n1C	-6	-1	-1.8	-1	0	-5	11	11	-1	-0.3
COc1ccc(C2CC(c3cccs3)=NN2c2ccc(F)cc2)cc1OC (centres undefined)	-6	-2	-1.0	-2	1	-2	-7	-10	-10	0.8
COc1ccc(OC)c(CCNC(=O)CCCC(=O)n2ncc3cc(C)ccc32)c1	-5	0	-0.7	·	-4	1	3	-35	3	0.5
COc1ccc(Cl)cc1S(=O)(=O)Nc1noc2ccccc12	-5	1	-1.5	-1	2	-4	-8	31	10	2.8
O=S(=O)(NCC1CN(S(=O)(=O)c2c(F)cccc2F)C1)c1ccc2c(c1)OCCO2	-5	0	-0.4	-1	-1	-5	1	21	0	-0.4
CCOC(=O)c1c(NC(=O)c2ccc(C)cc2)sc2c1CC(C)(C)OC2	-5	-3	0.0	-2	-16	-3	-3	-66	8	-0.1
CCc1cc(C(=O)OC)c(NC(=O)CC2Nc3cc(C)c(C)cc3NC2=O)s1 (centres undefined)	-23	-1	0.6	0	2	5	-2	6	5	-2.4
Cn1nc(C(=O)OCC(=O)Nc2ccc(C(N)=O)cc2)c2ccccc2c1=O	-8	-2	-0.4	-5	3	0	5	-3	-1	2.6
COc1ccc(S(=O)(=O)Cc2ccc(C(=O)N3CCN(c4ccccn4)CC3)o2)cc1	-4	-4	-1.2	·	-1	14	-1	-9	-6	1.6
Cc1cccc(N2CCN(C(C)C(=O)N3CCc4ccccc43)CC2)c1C (centres undefined)	-2	-3	0.5	5	-13	3	1	·	8	0.7
CCOC(=O)c1cccc(NC(=O)CSc2nnc(-c3cccnc3)n2CC)c1	6	-1	-1.0	-4	-2	-8	5	-6	-2	1.0

Quoted at random: 2 entries already listed
SMILES	RTF Ca sens inh	Keap1-Nrf2 PPI	CAL PDZ FP-1	CAL PDZ FP-2	DAGLB inhibitor	RTF Ca sens act	PKA-R2B act	SR-BI uptake up	Rtt109 HAT inh	LANA DNA inh
O=S(=O)(NCC1CN(S(=O)(=O)c2c(F)cccc2F)C1)c1ccc2c(c1)OCCO2	-5	0	-0.4	-1	-1	-5	1	21	0	-0.4
COc1ccc(C2CC(c3cccs3)=NN2c2ccc(F)cc2)cc1OC (centres undefined)	-6	-2	-1.0	-2	1	-2	-7	-10	-10	0.8
